Source: PubChem BioAssay
WRN inhibitor – qHTS for Inhibitors of WRN Helicase; Bifunctional 3'-5' exonuclease/ATP-dependent helicase WRN (Homo sapiens), Q14191; WRN helicase unwinding, fluorescent forked duplex, kinetic; Potency, µM (series often up to 114 µM), without a hit: at the top dose activity change, negative = inhibition, usual class: inhibitors; 0.46% of 360,000 active; AID 651768, 2012; also: potency is read from the fitted curve at half-maximal effect; % is scaled to controls: 0 for no effect and ±100 for the full control effect; nearly all actives have a fitted effect of over 55% in size
Target sequence (Q14191 whole entry, looked up): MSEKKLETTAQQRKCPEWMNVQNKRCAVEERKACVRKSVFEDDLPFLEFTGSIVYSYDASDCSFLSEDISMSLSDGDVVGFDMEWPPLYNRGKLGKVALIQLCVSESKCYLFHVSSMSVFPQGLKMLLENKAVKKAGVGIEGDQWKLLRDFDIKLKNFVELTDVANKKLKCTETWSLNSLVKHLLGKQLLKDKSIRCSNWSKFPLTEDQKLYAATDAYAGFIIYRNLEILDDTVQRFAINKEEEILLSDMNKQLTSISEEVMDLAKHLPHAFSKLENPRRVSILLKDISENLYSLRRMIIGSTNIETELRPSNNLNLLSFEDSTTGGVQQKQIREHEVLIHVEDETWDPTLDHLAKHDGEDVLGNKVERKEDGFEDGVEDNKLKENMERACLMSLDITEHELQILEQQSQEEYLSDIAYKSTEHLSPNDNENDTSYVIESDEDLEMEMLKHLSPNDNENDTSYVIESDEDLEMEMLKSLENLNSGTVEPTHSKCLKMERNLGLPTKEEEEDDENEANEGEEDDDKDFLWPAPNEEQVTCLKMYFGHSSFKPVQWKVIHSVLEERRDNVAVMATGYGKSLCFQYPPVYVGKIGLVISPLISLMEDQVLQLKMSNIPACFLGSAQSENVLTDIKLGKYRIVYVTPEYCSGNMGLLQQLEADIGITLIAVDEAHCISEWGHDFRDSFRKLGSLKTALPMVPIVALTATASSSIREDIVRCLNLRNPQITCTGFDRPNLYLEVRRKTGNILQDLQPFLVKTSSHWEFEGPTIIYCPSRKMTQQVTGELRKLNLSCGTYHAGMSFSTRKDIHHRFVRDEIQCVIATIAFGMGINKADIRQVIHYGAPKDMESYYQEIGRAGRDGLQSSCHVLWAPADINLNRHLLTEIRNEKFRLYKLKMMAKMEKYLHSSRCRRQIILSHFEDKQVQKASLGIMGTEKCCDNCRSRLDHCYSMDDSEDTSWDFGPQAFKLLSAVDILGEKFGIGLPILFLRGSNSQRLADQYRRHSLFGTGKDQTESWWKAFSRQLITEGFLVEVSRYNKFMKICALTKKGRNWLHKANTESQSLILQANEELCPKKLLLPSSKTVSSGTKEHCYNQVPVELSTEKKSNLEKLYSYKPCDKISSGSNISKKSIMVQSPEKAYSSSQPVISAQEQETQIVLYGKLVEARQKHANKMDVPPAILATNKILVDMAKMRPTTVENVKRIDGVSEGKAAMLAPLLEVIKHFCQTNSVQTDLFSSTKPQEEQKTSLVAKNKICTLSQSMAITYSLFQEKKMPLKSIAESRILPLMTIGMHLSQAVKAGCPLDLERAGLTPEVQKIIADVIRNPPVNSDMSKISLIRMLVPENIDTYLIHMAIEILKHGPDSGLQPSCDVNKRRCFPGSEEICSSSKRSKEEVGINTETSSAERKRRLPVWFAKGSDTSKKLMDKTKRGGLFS
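Primary qHTS, 1536-well format. 20 nM WRN + compound, 15 min RT; start with 100 nM forked fluorophore/quencher duplex, 2 mM ATP (final); kinetic read ex 525/em 598 nm.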
KB-3-1 tox – qHTS assay for MDR1-selective chemotherapeutics: Primary screen using the parental adenocarcinoma cell KB-3-1 | KB-3-1 viability, CellTiter-Glo ATP luminescence, 72 h | Potency, µM (top dose mostly 46.1 µM), for the others: at the highest dose activity change, negative = cytotoxic, usual class: cytotoxic | 1.4% of 400,000 active | AID 1347075, 2019; also: potency is read from the fitted curve at half-maximal effect; % is scaled to controls: 0 for no effect and ±100 for the full control effect; nearly all actives have a fitted effect of over 60% in size
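Luminescent ATP read-out (CellTiter-Glo) measures survival of drug-naive KB-3-1 cells after 72 h compound exposure at 37 °C. Titration series was screened from lowest to highest concentration, with DMSO vehicle plates as background controls.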
ATXN2 expr inh – Primary qHTS for Inhibitors of ATXN expression; HEK-293 ATXN2-luciferase reporter, luminescence, 24 h; 0.72% of 360,000 active; AID 1745845, 2022; Potency, µM (titrated, usually from 57 µM), for inactives: at the top dose activity change, negative = inhibition, actives largely listed as inhibitors; also: potency is read from the fitted curve at half-maximal effect; % is scaled to controls: 0 for no effect and ±100 for the full control effect; nearly all actives have a fitted effect of over 55% in size
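ATXN2-luciferase reporter cells (luciferase flanked by upstream and downstream ATXN2 gene portions) were treated 24 h at 37 °C with compounds at up to 57 uM. SteadyGlo luminescence gave expression; GF-AFC fluorescence gave viability.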
MCF10A rereplic – A quantitative high throughput screen for small molecules that induce DNA re-replication in MCF 10a normal breast cells; MCF 10A DNA re-replication, Hoechst nuclear intensity, 48 h; Potency, µM (titrated, usually from 46.1 µM), without a hit: top-dose activity, positive = re-replication, usual class: activators; 2.9% of 350,000 active; also: potency is read from the fitted curve at half-maximal effect; % of control where 0% means no effect; nearly all actives have a fitted effect of over 50% in size
HT1080 IDH1KD tx – qHTS for induction of synthetic lethality in tumor cells producing 2HG: qHTS for the HT-1080-IDH1KD cell line | HT-1080 IDH1 knockdown viability, ATP luminescence, 48 h | Potency, µM (titrated, usually from 46.1 µM), for inactives: at the top dose activity, negative = toxicity, actives largely listed as cytotoxic | 2% of 360,000 active | AID 686971, 2013;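 also: potency is read from the fitted curve at half-maximal effect; 0% = DMSO wells and -100% = cell-free medium wells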
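Knockdown cells (IDH1KD HT-1080) received compounds 2 h after plating at 750 cells/well and were kept 48 h at 37 °C in 5% FBS RPMI. A CellTiter-Glo luminescence read gave % activity for curve fitting.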
HT1080NT lethal – qHTS for induction of synthetic lethality in tumor cells producing 2HG: qHTS for the HT-1080-NT fibrosarcoma cell line. HT-1080-NT fibrosarcoma viability, CellTiter-Glo ATP luminescence, 48 h. Potency, µM (top dose mostly 46.1 µM), inactives show top-dose activity, negative = less viability, hits mostly cytotoxic. 1.6% of 360,000 active. AID 686970, 2013;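 also: NT is the 2HG producing partner of a matched IDH1 knockdown line; potency is read from the fitted curve at half-maximal effect; 0% = DMSO-treated cells and -100% = media-only wells without cells; nearly all actives have a fitted effect of over 55% in size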
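Luminescent CellTiter-Glo readout after 48 hours of compound exposure at 37 degrees C defined viability of HT-1080-NT cells. Activity was normalized to DMSO wells and cell-free media wells; concentration-response curves were fitted and assigned curve classes.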
KB-V1 MDR tox – qHTS assay for MDR1-selective chemotherapeutics: Primary screen using the drug-selected MDR subline cells KB-V1; KB-V1 MDR cells viability, CellTiter-Glo, 72 h; Potency, µM (titrated, usually from 46.1 µM), inactives show top-dose activity change, negative = cytotoxicity, usual class: cytotoxic; 3.4% of 400,000 active; AID 1347076, 2019; also: potency is read from the fitted curve at half-maximal effect; % is scaled to controls: 0 for no effect and ±100 for the full control effect; nearly all actives have a fitted effect of over 60% in size
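In this primary screen, KB-V1 cells overexpressing P-gp are incubated with library compounds (lowest to highest concentration) for 72 h at 37 degrees C before a luminescent ATP viability read.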
SW480 rerep – A quantitative high throughput screen for small molecules that induce DNA re-replication in SW480 colon adenocarcinoma cells. SW480 DNA re-replication, Hoechst DNA content imaging, 48 h. Potency, µM (doses to about 46.1 µM), without a hit: at the highest dose re-replication activation, most hits filed as activators. 1.8% of 340,000 active. AID 624297, 2012; also: potency is read from the fitted curve at half-maximal effect; % of control where 0% means no effect; nearly all actives have a fitted effect of over 55% in size
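First, 250 cells per well were seeded. Next, compound or vehicle (23 nL) was pinned in, plates sat 48 hr at 37 C. Finally Hoechst was added for 40 min before fluorescence scanning.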
IL1B secr inh – qHTS for Inhibitors of Inflammasome Signaling: IL-1-beta AlphaLISA Primary Screen | THP-1 LPS/ATP IL-1B secretion, AlphaLISA, 16 h; hits give low values | activity change, % at 57.5 µM | 4.7% of 360,000 active; in the data active = activity change below about -50%; inconclusive = mostly about -30% to -49%; also: % is scaled to controls: 0 for no effect and ±100 for the full control effect
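THP-1 cells pretreated 1 hr with compounds (up to 57.5 uM final), then stimulated with LPS (250 ng/mL final) plus ATP (1.25 mM final); secreted IL-1B measured by AlphaLISA after 16 hr, decreased signal indicating inhibition.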
* = called active by the depositor; ? = inconclusive; · = no result given; [ ] = remark or other dose. Unless noted, calls follow the shape of the dose curve; as a rule, active = well fitted curve in the direction sought with a large enough effect; inconclusive = small, poorly fitted or top-dose-only effect, or another doubt; inactive = no such curve, though single readings can be large; an effect the other way counts as inactive or inconclusive.

Values in the order – ATXN2 expr inh | KB-V1 MDR tox | HT1080 IDH1KD tx | HT1080NT lethal | KB-3-1 tox | MCF10A rereplic | SW480 rerep | IL1B secr inh | WRN inhibitor
1	Cc1cc(C(=O)O)cc(S(=O)(=O)Nc2ccccc2C(=O)NC(C)c2ccccc2)c1C (centres undefined)
→ 3% | 28% | 12% | 4% | 7% | 0% | 3% | 8 | 8%
2	COc1cc(NC(=O)CN2C(=O)c3ccccc3S2(=O)=O)c(OC)cc1Cl
→ 3% | 5% | 10% | 2% | 0% | 14% | -4% | 23 | 3%
3	CCOC(=O)C(NC(=O)CC)(Nc1ccc(S(N)(=O)=O)cc1)C(F)(F)F (centres undefined)
→ 1% | -3% | -1% | 0% | 1% | -1% | 4% | -4 | -2%
4	Cc1cc(C)cc(NC(=O)N2CCC(NC(=O)c3ccc(F)cc3)CC2)c1
→ 38%[activator] | -7% | 6% | 4% | 3% | -3% | 4% | -18 | 2%
5	Cc1cs/c(=N\N=C\c2cccc([N+](=O)[O-])c2)n1Cc1ccco1
→ 19% | ? | -9% | -14% | -12% | 6% | -14% | 3 | 1%
6	Cc1csc(NC(=O)CN2CCCCCC2)n1
→ -3% | ? | 6% | 10% | 3% | -13% | 5% | -20 | 12%
7	COc1ccccc1C(=O)NCC[N+](C)(C)C
→ 1% | 25% | 5% | 20% | 25% | · | · | 14 | 4%
8	N#Cc1ccc(S(=O)(=O)N2CCc3[nH]c4ccc(F)cc4c3C2)cc1
→ -8% | ? | -13% | -7% | 2% | 9% | -106%[inhibitor] | ? | 3%
9	CC(C)c1ccc(C2c3[nH]c4ccccc4c3C[C@H]3C(=O)N(c4ccccc4C(=O)N4CCC[C@@H]4C(=O)O)C(=O)N23)cc1 (some centres undefined)
→ 10% | 0% | -7% | 1% | 0% | ? | 6% | 8 | 3%
10	Cc1[nH]c(=O)[nH]c(=O)c1S(=O)(=O)N1CCC(C(=O)N2CCN(Cc3ccccc3)CC2)CC1
→ 2% | 4% | 1% | 3% | 6% | 7% | -2% | 31 | -4%[57.1 µM]
11	COc1ccc(CN2CCC(CO)(CCOc3ccccc3)CC2)cc1C
→ -11% | -9% | -12% | -18% | 9% | -3% | 0% | -72* | 1%
12	CCOC(=O)N1CCN(C(=O)CSCc2nc(-c3ccccc3F)oc2C)CC1
→ · | ? | -20% | -7% | ? | -2% | -9% | -10 | 2%
13	Cc1sc2ncnc(SCC#N)c2c1C
→ -1% | 17% | 9% | 7% | 13% | ? | ? | 15 | -21%
14	Cn1c(=O)n(CC(=O)O)c(=O)c2c1nc1n2CCCN1Cc1ccccc1
→ 3% | 0% | 13% | 11% | 1% | 6% | ? | 16 | 1%
15	O=C1NC2(CCCCCC2)C(=O)N1CCS(=O)(=O)Oc1ccccc1
→ -1% | -20% | -8% | 0% | 0% | 0% | ? | 6 | -1%
16	CCCCC[C@H](C)N1C[C@H](COCc2ccccc2)Oc2cc(N3CC[C@H](O)C3)ccc2S1(=O)=O
→ -14% | 0% | ? | ? | -20% | · | · | -20 | -13%
17	COc1ccc(Oc2cc(F)nc(N)n2)cc1
→ 12% | 10% | -6% | 3% | -15% | 2% | -11% | -2 | -3%
18	CCCCN1C(=O)C(CC(=O)NCc2ccco2)CC(C(=O)N2CCCCCC2)=C1C (centres undefined)
→ 6% | ? | 12% | 2% | 20% | · | · | -2 | 1%
19	COc1ccccc1/C=N/NC(=O)c1nnn(-c2nonc2N)c1CN(C)c1ccccc1
→ · | 0% | 0% | -14% | -12% | 5% | -13% | 17 | -16%
20	CC(C)c1cc(C(=O)NCc2ccco2)no1
→ 31%[activator] | ? | 2% | 0% | 0% | -2% | -1% | 26 | -16%[57.1 µM]

Sorted by value in WRN inhibitor (low to high): 3 of the compounds above.
cpd	SMILES	IL1B secr inh	WRN inhibitor
11	COc1ccc(CN2CCC(CO)(CCOc3ccccc3)CC2)cc1C	-72*	1%
8	N#Cc1ccc(S(=O)(=O)N2CCc3[nH]c4ccc(F)cc4c3C2)cc1	?	3%
1	Cc1cc(C(=O)O)cc(S(=O)(=O)Nc2ccccc2C(=O)NC(C)c2ccccc2)c1C (centres undefined)	8	8%

Additional compounds:
Values in the order – ATXN2 expr inh | KB-V1 MDR tox | HT1080 IDH1KD tx | HT1080NT lethal | KB-3-1 tox | MCF10A rereplic | SW480 rerep | IL1B secr inh | WRN inhibitor
21	COc1ccc(C2CC23N=C(c2ccccc2)OC3=O)cc1 (centres undefined)
→ -2% | -22% | -4% | -1% | -11% | 16µM* | 5% | ? | 17%
22	O=CN1CCN(S(=O)(=O)c2ccc(S(=O)(=O)NC3CCCCC3)cc2)CC1
→ -13% | 0% | 1% | -11% | -1% | -14% | -6% | 2 | 1%
23	COc1ccc(/C=N/NC(=O)Cn2ccnc2C)cc1OC
→ -8% | 22% | -1% | 7% | 1% | ? | 136% | 10 | -6%
24	CC(C)=CCC(C)(C)C1OCCN1C(=O)Nc1ccccc1 (centres undefined)
→ 2% | -1% | 10% | 1% | -1% | -181%[0.0737 µM] | 17% | -3 | -4%
25	CCc1ccc(C(=O)COC(=O)c2ccc(-c3nnc(-c4ccccc4)o3)cc2)cc1
→ 35%[activator] | -7% | -1% | -3% | -14% | 0% | 5% | -19 | -9%
26	CCCOc1ccc2ccccc2c1/C=N/n1cnnc1
→ -18% | ? | -2% | ? | 2% | -25% | -5% | ? | 2%
27	Cc1cc(C=C2C(=O)c3ccccc3C2=O)c(C)n1-c1cccc(C(=O)O)c1
→ · | 10% | 1% | 4% | 1% | 15% | 4% | 16 | -16%
28	COc1ccccc1C(=O)NCC(=O)n1nc(C)cc1C
→ -1% | 12% | 14% | 13% | 22% | -3% | -1% | -15 | -7%
29	COC(=O)c1ccc(Cn2nc(C)cc2C)cc1
→ 35%[activator] | 19% | 0% | 5% | 2% | 2% | -3% | -6 | 9%
30	COc1ccccc1N1CCN(C(=O)CCCNC(=O)Cn2cnc3sc(C)c(C)c3c2=O)CC1
→ -16% | -20% | -14% | -12% | 15% | 0% | -7% | -10 | -1%
31	O=C(/C=C/c1ccccn1)c1ccc(Br)cc1O
→ 0% | -2% | 8% | 4% | 4% | ? | ? | -22 | -21%
32	CN(C)S(=O)(=O)c1ccc(NC(=O)C2CC(=O)N(Cc3ccccc3Cl)C2)cc1 (centres undefined)
→ -6% | 0% | -2% | -15% | -2% | -1% | 3% | 13 | -6%
33	FC(F)(F)c1cccc(CN2CCCCCC2)c1
→ -3% | 3% | 17% | 2% | 0% | -183%[0.0737 µM] | -10% | -8 | 4%
34	COc1ccccc1C(=O)NCC(=O)N/N=C/c1cccc(Cl)c1
→ 0% | -11% | 8% | 1% | 2% | 6% | 11% | -29 | 1%
35	CCOC(=O)c1ccc(N2C(=O)CC(C3CCCO3)C2=O)cc1 (centres undefined)
→ 19% | 6% | 10% | 14% | -2% | 1% | -11% | 16 | 4%
36	Cc1ccc(-c2nc(CS(=O)(=O)CC(=O)N3CCc4ccccc4C3)c(C)o2)cc1
→ ? | ? | -14% | 2% | 18µM* | 7% | 15% | -17 | -6%
37	Cn1c(=O)c(C(=O)c2ccc(S(C)(=O)=O)c(Cl)c2Cl)c(O)c2ccccc21
→ -13% | -6% | 1% | 2% | -26% | 1% | 2% | 22 | -1%
38	CS(=O)(=O)N(CC(=O)Nc1cccc(F)c1)Cc1ccccc1
→ -1% | -8% | -4% | 9% | -2% | -6% | -7% | -3 | -9%
39	O=C(NCC1CCN(Cc2ccccc2F)CC1)Nc1cccc(Br)c1
→ -30% | ? | ? | ? | -26% | -5% | 0% | -84* | 6%
40	CCOC(=O)c1ccc(NC(=O)CN2C(=O)NC3(CCCCCCC3)C2=O)cc1
→ -13% | -10% | ? | ? | 7.3µM* | ? | ? | 0 | -4%
41	NNC(=O)c1ccc(COc2cccc3ccccc23)o1
→ · | 4% | -9% | -11% | 1% | 6% | -33% | 0 | -7%
42	COc1cc(-c2nnc(COC(=O)c3ccc(C)o3)o2)cc(OC)c1OC
→ -11% | -29% | 3% | 11% | ? | 4% | -8% | 2 | -19%

Fetched by structure from above:
Values in the order – ATXN2 expr inh | KB-V1 MDR tox | HT1080 IDH1KD tx | HT1080NT lethal | KB-3-1 tox | MCF10A rereplic | SW480 rerep | IL1B secr inh | WRN inhibitor
25	CCc1ccc(C(=O)COC(=O)c2ccc(-c3nnc(-c4ccccc4)o3)cc2)cc1
→ 35%[activator] | -7% | -1% | -3% | -14% | 0% | 5% | -19 | -9%
23	COc1ccc(/C=N/NC(=O)Cn2ccnc2C)cc1OC
→ -8% | 22% | -1% | 7% | 1% | ? | 136% | 10 | -6%
36	Cc1ccc(-c2nc(CS(=O)(=O)CC(=O)N3CCc4ccccc4C3)c(C)o2)cc1
→ ? | ? | -14% | 2% | 18µM* | 7% | 15% | -17 | -6%
24	CC(C)=CCC(C)(C)C1OCCN1C(=O)Nc1ccccc1 (centres undefined)
→ 2% | -1% | 10% | 1% | -1% | -181%[0.0737 µM] | 17% | -3 | -4%
21	COc1ccc(C2CC23N=C(c2ccccc2)OC3=O)cc1 (centres undefined)
→ -2% | -22% | -4% | -1% | -11% | 16µM* | 5% | ? | 17%
27	Cc1cc(C=C2C(=O)c3ccccc3C2=O)c(C)n1-c1cccc(C(=O)O)c1
→ · | 10% | 1% | 4% | 1% | 15% | 4% | 16 | -16%
